# TROY signal inh – blocks TROY-dependent signaling in reporter cells | Q293 LMP1-TROYcd NF-kB luciferase reporter, 4 h | inhibition, % at 10 µM | actives 0.98% (n = 360,000);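 active = compounds whose plate-normalised and pattern-corrected inhibition of the luciferase reporter signal at the single screening dose is 50% or more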
# TWEAK-Fn14 inh – blocks TWEAK-Fn14 interaction in a reporter cell assay; AID 1159606; inhibition, % at 10 µM; TWEAK-stimulated Fn14 reporter cells, luciferase luminescence, 8 h; actives 2% (n = 360,000); in the data active = inhibition above about 50%
# CF NFkB inh – cystic fibrosis NF-kB activation inhibition; KKLEB NF-kB-GFP reporter, PAF-induced, GFP fluorescence overnight; actives 0.86% (n = 360,000); AID 588850; inhibition, % at 5 µM;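 active = at least 50% inhibition at 5 µM, scaled per plate between neutral and stimulator controls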;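 note: PAF is a Pseudomonas aeruginosa culture filtrate used as stimulus; plate controls were PAF-stimulated DMSO wells for no effect and unstimulated DMSO wells for full effect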
# TRAIL sens C8 – caspase-8 TRAIL sensitization; actives 1% (n = 360,000); inhibition (viability loss, TRAIL sensitization), % at 10 µM; NB7+C8 cells + TRAIL, ATPlite viability luminescence; AID 624354;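 active = compounds causing at least 50% loss of cell viability in the single-dose screen, relative to plate controls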
# Peg3 promoter – Peg3 promoter activity inhibition; HeLa PEG-Prom luciferase reporter, luminescence, overnight; inhibition, % at 20 µM; actives 1.7% (n = 360,000);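 active = inhibition of at least 50% at 20 µM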
# NR2E3 ag-1 – activates human NR2E3 receptor; Q9Y5X4; CHO-S Gal4-NCOR/VP16-NR2E3 two-hybrid, luciferase; inhibition of corepressor binding, % at 3.98 µM; actives 0.35% (n = 360,000); AID 602229;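 active = inhibition above the mean of all tested compounds plus 3 SD, cut at about 70% in these data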;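 note: 0% = DMSO with NR2E3 transfected cells and 100% = cells lacking NR2E3 construct; higher means lower luciferase signal from less NR2E3 corepressor binding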
# Target sequence (Q9Y5X4 whole entry, looked up, the tested form may be a part): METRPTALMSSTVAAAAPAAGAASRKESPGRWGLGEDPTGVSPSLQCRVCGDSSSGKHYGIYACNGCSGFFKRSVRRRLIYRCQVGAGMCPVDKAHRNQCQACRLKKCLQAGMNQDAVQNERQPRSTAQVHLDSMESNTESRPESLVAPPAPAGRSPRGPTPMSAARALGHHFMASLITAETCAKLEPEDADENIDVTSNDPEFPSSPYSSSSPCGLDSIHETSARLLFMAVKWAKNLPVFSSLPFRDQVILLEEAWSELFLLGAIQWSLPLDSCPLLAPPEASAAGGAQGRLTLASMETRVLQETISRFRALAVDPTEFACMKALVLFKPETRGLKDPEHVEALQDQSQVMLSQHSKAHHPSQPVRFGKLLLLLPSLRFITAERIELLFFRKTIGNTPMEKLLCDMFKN
# MITF TRPM1 inh – inhibitors of MITF-driven TRPM1 promoter in melanoma cells. SK-MEL-5 TRPM1 promoter luciferase, 24 h. inhibition, % at 12.5 µM. actives 0.83% (n = 330,000). AID 488899;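 active = mean inhibition across replicates of 60% or more, whatever share of single replicates reaches that level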; note: values of inactives mirror those of a sister screen read the other way
# HIF-2a block – HIF-2a inhibition; actives 0.72% (n = 360,000); 786-0 RCC cells HIF-2a reporter, luciferase luminescence, overnight; inhibition, % at 18.8 µM; AID 624352;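 active = inhibition of the luminescence signal of 40% or more relative to plate controls, in a single-dose primary screen at 18.75 µM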
# KKLEB tox – counter-screen for CF NF-kB inhibitors: cytotoxicity | KKLEB CF airway cells viability, ATPlite luminescence, overnight; stronger effect = lower value; cells stimulated with P. aeruginosa culture filtrate | activity change (cytotoxicity), % at 5 µM | actives 0.36% (n = 360,000);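 active = corrected activity change at or below -50% at 5 µM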
# Shn3 3UTR inh – reduces Shn3 3'UTR luciferase signal in osteoblasts. Clone20 osteoblast Shn3 3'UTR firefly luciferase, 24 h. inhibition, % at 12.5 µM. actives 0.52% (n = 360,000). AID 588674;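 active = mean inhibition of at least 75% with every replicate also reaching 75%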;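 note: 0% = median of neutral control wells and 100% = pilot-screen positive control compound; some compounds past the cut are filed as inactive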
# NR2E3 ag-2 – activates human photoreceptor nuclear receptor NR2E3. Q9Y5X4. actives 0.12% (n = 320,000). inhibition of corepressor binding, % at 4.78 µM. AID 2300. GST-NR2E3/biotin-RetCOR TR-FRET, 1536-well;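 active = percent inhibition above the cutoff of mean plus 3 SD of all tested compounds, set per screening campaign, cut at about 20% in these data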;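 note: 0% = DMSO wells and 100% = biotin wells as full block of FRET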
#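 System: GST-NR2E3 and biotin-RetCOR proteins; probe or stimulus: 7 nM biotin-RetCOR; doses: compound at 4.8 µM, single dose; schedule: Compound–protein incubation for 5 h at 4 °C; detection: time-resolved FRET; read-out: percent inhibition; controls: biotin wells as high control, 0.6% DMSO wells as low control; format: 1536-well plates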
# Numbers without * were called inactive; x = not tested or not shown; & = joins results of further samples. The list is partial; count on the stated rates, not on these rows.
SMILES,TROY signal inh,TWEAK-Fn14 inh,CF NFkB inh,TRAIL sens C8,Peg3 promoter,NR2E3 ag-1,MITF TRPM1 inh,HIF-2a block,KKLEB tox,Shn3 3UTR inh,NR2E3 ag-2
COc1ccc(/C(N)=N/OC(=O)CC2CCCCC2)cc1OC,-65,-43,4,73*,-40,-43,-14,-117,16,-14,1
Cc1csc(SCC(=O)NCc2cccc(Cl)c2)n1,-7,-11,-8,0,-5,8,-3,5,7,2,-1
Cc1cccc(-c2noc(-c3ccccc3C(=O)NCC3CCCO3)n2)c1 (stereo not drawn),-33,-40,-6,2,-79,-79,-37,-143,0,-7,3
CCN(CC)CCCN1C(=O)C(=O)/C(=C(/O)c2cc(C)ccc2C)C1c1cccnc1 (stereo not drawn),-24,-12,11,-3,9,22,-8,7,-9,-5,2
CC(C)C[C@H](NC(=O)c1[nH]cnc1C(=O)N[C@@H](C)C(=O)OC(C)(C)C)C(=O)OC(C)(C)C,7,-99,-15,29,15,-19,-4,13,-10,8,1
COc1ccc2c(C)c(CC(=O)N3CCN(C(=O)C4COc5ccccc5O4)CC3)c(=O)oc2c1 (stereo not drawn),-9,-6,-2,-10,-10,8,-9,-14,-2,7,0
CSc1ccc(Cl)c(C(=O)OCC(=O)N2CCOCC2)c1,x,11,7,-10,-4,7,-1,16,-3,-14,-2
O=C(CN1C(=O)NC2(CCCC2)C1=O)Nc1ccc(Cl)c(C(F)(F)F)c1,-21,-2,5,1,9,-29,-7,10,-8,-6,1
COc1ccc(C(C)NC(=O)c2ccccc2Br)cc1OC (stereo not drawn),4,0,-2,-4,11,-19,4,16,7,-10,3
CC(NC(=O)COC(=O)c1cc([N+](=O)[O-])ccc1N1CCOCC1)c1ccc(F)cc1 (stereo not drawn),-29,-9,2,-9,-3,-3,-5,-4,-4,-18,0
Cc1cccc(/C=C/c2onc(C)c2S(=O)(=O)N2CCC(C(=O)NC(C)C)CC2)c1,9,-37,-10,10,5,-9,-2,-1,-18,-3,1
C[C@@]12CCC=C[C@H]1[C@H](c1ccc(F)c(/C=C/c3ccccc3)c1)N(Cc1ccccc1)C2=O,-24,5,6,-1,-5,-31,1,2,-5,7,1
c1ccc(CN2CCN(Cc3cn4cccnc4n3)CC2)cc1,3,3,-4,-3,0,3,9,6,-4,-2,-4
COCC1CCCCN1C(=O)c1ccc2oc(CCc3ccccc3)nc2c1 (stereo not drawn),-23,-11,12,-8,-129,-17,-31,-165,-8,-49,4
CCOc1ccc(-c2nnc(NC(=O)COc3ccccc3F)o2)cc1,-3,-15,14,11,-22,-19,x,-62,-6,-22,x
CC(=O)N1C=CN(C(C)=O)C(c2cn(C)c3ccccc23)C1c1cn(C)c2ccccc12 (stereo not drawn),13,3,-5,-2,25,-13,-13,18,2,16,3
CCC(C)(C)n1nnnc1CN1CCN(c2nc3ccc(C)cc3cc2C#N)CC1,4,-13,8,2,16,17,8,-5,-12,-16,3
COc1ccc(CCNC(=O)COc2ccc([N+](=O)[O-])cc2)cc1,2,4,-23,-7,-3,-17,5,-1,16,4,2
O=C(O)C1CC(=O)N(Cc2ccc(F)cc2)C1 (stereo not drawn),-5,-1,-7,-23,-10,-23,0,8,10,5,4
Cc1cccc(C)c1NC(=O)CSc1nnc(NC(=O)c2ccccc2C(=O)O)s1,-13,-1,10,0,19,11,-6,10,-7,13,0
CS(=O)(=O)N(CC(=O)N1CCCC1)c1cccc(C(F)(F)F)c1,-9,-1,-19,4,6,19,x,-9,-1,-3,x
CCCSc1ccc([C@H]2N[C@@](CC(C)C)(C(=O)OC)[C@H]3C(=O)N(CC)C(=O)[C@@H]23)cc1,-19,-28,-16,4,-1,12,-8,11,6,29,x
COc1ccc(F)cc1-c1cc(NC=O)c2ncc(-c3cccc(C(=O)N(C)C)c3)n2c1,-10,14,12,1,42,-1,x,12,-11,5,x
CCOC(=O)c1cc(C(O)(C(F)(F)F)C(F)(F)F)c(/N=C/N(C)C)o1,-6,2,5,-19,12,0,1,4,-9,12,1
CCN(Cc1cc2ccccc2[nH]c1=O)C(=O)C(C)C,3,-1,-14,-5,2,13,-9,4,-10,0,0
# The listing continues.
SMILES,TROY signal inh,TWEAK-Fn14 inh,CF NFkB inh,TRAIL sens C8,Peg3 promoter,NR2E3 ag-1,MITF TRPM1 inh,HIF-2a block,KKLEB tox,Shn3 3UTR inh,NR2E3 ag-2
NC(=O)C1CN(C(=O)c2cccc(S(=O)(=O)N3CCc4ccccc43)c2)c2ccccc2O1 (stereo not drawn),-4,-2,-11,-2,33,13,15,12,2,6,-1
O=C(COC(=O)c1ccccc1Cl)NCCC1=CCCCC1,-78,-29,-10,1,-170,-10,-47,-20,1,18,0
CCOC(=O)C1CCN(CC(=O)Nc2c(C(=O)OC)[nH]c3cccc(Cl)c23)CC1,7,-1,9,-12,13,1,10,1,-4,6,4
Cc1c(N=C2SCC(=O)N2c2c(C)n(C)n(-c3ccccc3)c2=O)c(=O)n(-c2ccccc2)n1C,16,9,18,-28,8,16,2,1,-3,-14,1
CCOC(=O)c1ccc(S(=O)(=O)NCCN(CC)CC)cc1,-1,5,9,5,17,-7,3,16,2,6,2
Cn1ccnc1COc1ccc(C=O)cc1,13,-11,-17,23,-3,2,10,10,10,-9,2
Cc1ccn2c(NCc3ccccc3)c(-c3cccc(SC4CCCCC4)c3)nc2c1,-37&-7,-27&2,15,19&6,-46,-5&-16,0,-64&-62,0,-17,x
CC1=NN(C(=O)c2ccc(C)o2)C(O)(c2ccccc2)C1 (stereo not drawn),-77,-10,0,-9,-9,-112,27,-1,8,-15,4
COc1c(C)cc(S(=O)(=O)N2CCCC2)c(C)c1C,-2,4,3,-4,6,-2,-2,13,10,-1,0
Cc1[nH]c2ccccc2c1C(=O)CN1CCCCC1CCO (stereo not drawn),-7,7,5,6,9,-19,7,16,4,-6,-3
Cn1c(=O)c2c(nc(CN3CCN(c4ccccc4F)CC3)n2CCN2CCOCC2)n(C)c1=O,-6,-10,5,0,3,-4,-4,16,-12,2,-1
O=C(COC(=O)CCS(=O)(=O)c1ccc(Cl)cc1)Nc1ncc(Cl)cc1Cl,1,30,-10,-4,3,-8,10,21,5,-4,0
COc1ccc(C(C)(C)C)cc1S(=O)(=O)N1CCN(C)CC1,-14,-16,1,6,-13,-13,-9,-16,-2,-19,-1
CC(O)Cn1cnc2c1c(=O)n(C)c(=O)n2C (stereo not drawn),-1,8,18,0,-8,-16,-4,-5,-28,19,-2
CCn1cc(C(=O)N2CCN(c3ccc(C(C)=O)cc3)CC2)c2cc(OC)c(OC)cc2c1=O,-30,9,-32,-6,-1,-23,1,23,-4,17,0
Cc1sc2nc(SCC(=O)c3cccs3)n(Cc3ccco3)c(=O)c2c1C,12,0,-1,25,10,10,3,-14,-17,32,-1
O=C(Nc1ccc(Cl)cc1)c1nc[nH]c1C(=O)Nc1ccccc1F,-13,10,12,32,-2,-23,x,-2,-16,-7,x
CCC1CCCCN1C(=O)COc1ccc(S(=O)(=O)N2CCOCC2)cc1Cl (stereo not drawn),-4,11,-10,10,4,-13,-3,2,10,-5,0
CCCCC(=O)OCC(=O)Nc1ccc(OC(F)F)cc1,-48,-6,-1,-6,2,-1,2,11,2,0,2
COc1nc(-c2cnccn2)sc1C,19,-12,-19,-2,17,-16,-7,10,9,11,-3
CCOc1cccc(CNCc2ccncc2)c1,8,-6,1,0,-1,-6,8,14,-4,15,x
CN=C(Nc1ccc(Cl)cc1)c1cccc(C(F)(F)F)c1,-23,-2,18,-2,-16,-9,4,-38,-13,20,0
Cc1ccc(C(C)C)c(Oc2cnccn2)c1,7,-51,7,0,4,-1,-2,11,-3,13,1
OC(c1ccccc1)c1ncc(-c2cccc(F)c2)[nH]1 (stereo not drawn),-39,-7,7,-2,-59,-21,x,-93,-37,-19,x
O=C(c1ccc([N+](=O)[O-])cc1)N1CCN(c2ncccn2)CC1,-18,12,7,-7,9,17,1,16,-2,-3,-7

# In the list so far, three contain a nitro group on carbon:
SMILES,TROY signal inh,TWEAK-Fn14 inh,CF NFkB inh,TRAIL sens C8,Peg3 promoter,NR2E3 ag-1,MITF TRPM1 inh,HIF-2a block,KKLEB tox,Shn3 3UTR inh,NR2E3 ag-2
CC(NC(=O)COC(=O)c1cc([N+](=O)[O-])ccc1N1CCOCC1)c1ccc(F)cc1 (stereo not drawn),-29,-9,2,-9,-3,-3,-5,-4,-4,-18,0
COc1ccc(CCNC(=O)COc2ccc([N+](=O)[O-])cc2)cc1,2,4,-23,-7,-3,-17,5,-1,16,4,2
O=C(c1ccc([N+](=O)[O-])cc1)N1CCN(c2ncccn2)CC1,-18,12,7,-7,9,17,1,16,-2,-3,-7

# Remaining list, next part.
SMILES,TROY signal inh,TWEAK-Fn14 inh,CF NFkB inh,TRAIL sens C8,Peg3 promoter,NR2E3 ag-1,MITF TRPM1 inh,HIF-2a block,KKLEB tox,Shn3 3UTR inh,NR2E3 ag-2
CCC(=O)NC(c1cccc([N+](=O)[O-])c1)c1c(O)ccc2ccccc12 (stereo not drawn),4,3,-17,26,18,-29,2,8,4,-2,6
Cc1c(C(=O)OC(C)C(=O)N(C)Cc2ccccc2)oc2ccccc12 (stereo not drawn),-15,0,-7,3,1,-32,-10,-46,-16,9,x
CCCCCc1ccc(CC(=O)Nn2c(C)nc3ccccc3c2=O)cc1,39,26,9,0,18,64,3,-15,-1,-12,0
COc1ccc(CN2CCNC(=O)C2CC(=O)NCc2ccc(C)s2)c(OC)c1 (stereo not drawn),3,4,2,3,14,-20,1,-1,-4,76,3
COc1ccc(/C=C/C(=O)NCC2COc3ccccc3O2)cc1OC (stereo not drawn),-9,7,16,-5,-3,-9,0,17,-10,10,4
Nn1c(SCc2ccccc2)nnc1-c1ccccn1,-57,-12,5,2,-131,-34,-41,-133,-5,-48,-3
COc1ccc(-n2nnnc2SCC(=O)Nc2cccc(NC(C)=O)c2)cc1OC,1,-12,-10,-8,7,1,-3,6,2,6,3
CCOC(=O)Nc1cc2c(c(N)n1)N=C(c1ccccc1)CN2,-27,5,46,19,-129,-4,5,-160,-32,9,x
COc1ccccc1NC(=O)N1CCC(c2nc3ccccc3o2)CC1,12,-4,-11,-5,17,-2,5,15,-11,8,2
CC(C)NC(=O)c1ccc(CONC(=O)OCc2ccccc2)cc1,0,2,20,-6,4,-27,x,-1,-8,8,x
Cn1c(C(=O)N[C@@H](C(=O)O)c2ccccc2)cc2cc(F)ccc21,-2,-1,-3,5,11,-34,15,9,4,-14,2
Cc1[nH]c2ccccc2c1/C=N/Nc1ccc([N+](=O)[O-])cc1,-20,26,-79,0,-64,-9,-21,-310,4,6,0
O=[N+]([O-])c1cnc2ccccc2c1,-3,0,12,4,14,-1,10,-16,-2,1,-2
Cc1ccc(C2=NN(C(=O)CCC(=O)O)C(c3cn(-c4ccccc4)nc3-c3ccc(C)cc3)C2)cc1 (stereo not drawn),19,3,6,2,15,-26,-7,8,-34,-7,3
O=C(CN1CCCCCC1)NCc1ccccc1,-11,-3,-2,0,16,-3,-5,-2,5,4,1
O=S1(=O)N[C@H](Cc2ccccc2)COc2cc(N3CC[C@H](O)C3)ccc21,-18,12,x,13,x,-14,x,-22,x,x,x

# Screening data (PubChem BioAssay)
